NPR1 activator – GC-A (human) enzyme activation; P16066; HEK293 GC-A cells, cGMP TR-FRET, EC30 ANP; 0% at EC30 ANP, 100% saturating ANP; activation, % at 10 µM; actives 0.14% (n = 370,000); AID 1671463; in the data active = activation above about 40%
HGIII-sPLA2 inh – Inhibits HGIII-sPLA2 liposome hydrolysis, primary screen; actives 0.56% (n = 370,000); Q9NZ20; inhibition, % at 12.2 µM; QFRET BODIPY PC-A2 liposome hydrolysis, fluorescence;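 active = inhibition above mean plus 3 SD of compounds lying within the high and low control bounds, cut at about 19% in these data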;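 also: 0% = median of test compound wells and 100% = no enzyme DMSO wells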
Target sequence (Q9NZ20 whole entry, looked up): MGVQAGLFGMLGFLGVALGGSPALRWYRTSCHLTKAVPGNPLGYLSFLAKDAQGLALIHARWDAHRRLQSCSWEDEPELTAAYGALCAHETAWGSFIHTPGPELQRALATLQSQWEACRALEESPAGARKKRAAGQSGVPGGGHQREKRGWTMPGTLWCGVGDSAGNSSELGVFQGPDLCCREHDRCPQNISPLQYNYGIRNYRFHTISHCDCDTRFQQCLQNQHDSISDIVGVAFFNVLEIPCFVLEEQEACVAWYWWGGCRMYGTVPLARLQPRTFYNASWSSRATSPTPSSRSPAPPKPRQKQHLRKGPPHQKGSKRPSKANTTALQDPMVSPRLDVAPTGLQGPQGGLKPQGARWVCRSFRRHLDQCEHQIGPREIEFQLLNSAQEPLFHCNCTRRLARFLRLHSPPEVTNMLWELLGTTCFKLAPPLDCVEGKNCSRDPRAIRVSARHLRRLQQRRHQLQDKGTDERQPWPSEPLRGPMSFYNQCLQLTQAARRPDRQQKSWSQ
ARFGAP1 inh – inhibitors of rat ARFGAP1; Q62848; Arfgap1-stimulated ARF1 GTP hydrolysis, GDP FP detection; inhibition, % at 16.5 µM; actives 0.26% (n = 360,000); AID 651572;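 active = inhibition above a per-plate limit, mean inhibition of low control wells plus 3 SD, cut at about 25% in these data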;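 also: 0% = DMSO wells with enzyme and 100% = wells lacking Arfgap1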
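System: truncated rat Arfgap1 GAP domain / Benchmarks: high control wells lacking Arfgap1, low control full reaction with DMSO / Times: compound-enzyme preincubation 20 min, reaction 120 min, detection 60 min, 25 °C / Repeats: one replicate per compound / Also added: human ARF1(Δ1-17)-GTP substrate / Measured by: Tracer-displacement fluorescence polarization with EDTA stop, 620/688 nm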
ASAP1 inh – inhibitors of human ASAP1 ArfGAP activity. ASAP1-stimulated ARF1 GTP hydrolysis, GDP FP detection. inhibition, % at 16.5 µM. actives 0.19% (n = 360,000). AID 624377; in the data active = inhibition above about 25%;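 also: 0% = vehicle with enzyme and substrate and 100% = no enzyme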
DDE Tn6 FP inh – DD(E)-Tn6 binding inhibition, primary FP screen; Fibrin DD(E) TRITC-Tn6 fluorescence polarization displacement; inhibition, % at 8.3 µM; P02675; actives 0.21% (n = 370,000);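 active = inhibition above a per-campaign cutoff: mean of compounds within control limits plus 3 SD, cut at about 15% in these data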;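 also: 0% = median of all compound wells on the plate and 100% = blocking peptide control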
proKLK7 act – activates the human kallikrein-7 zymogen; actives 0.9% (n = 370,000); P49862; activation, % at 7 µM; purified proKLK7, EDANS-DABCYL substrate fluorescence; 100% is mature enzyme control, 0% vehicle;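 active = activation above the mean of all tested compounds plus 3 SD, computed per campaign excluding outliers beyond control limits, cut at about 13% in these data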
Target sequence (P49862 whole entry, looked up): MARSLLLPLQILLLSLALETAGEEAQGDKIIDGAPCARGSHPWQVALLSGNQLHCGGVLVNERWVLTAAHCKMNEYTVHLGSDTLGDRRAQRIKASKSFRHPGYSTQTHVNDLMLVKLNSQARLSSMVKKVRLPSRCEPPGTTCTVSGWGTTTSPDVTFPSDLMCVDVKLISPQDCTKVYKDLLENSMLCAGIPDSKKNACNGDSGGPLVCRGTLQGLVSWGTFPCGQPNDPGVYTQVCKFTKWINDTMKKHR
FXN GAA850 act – frataxin GAA850 promoter activation; HEK293 lucGAA850 FXN promoter luciferase reporter, 24 h; percent of 10 µM SAHA response; activation, % at 6 µM; actives 0.56% (n = 360,000); AID 540364;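 active = activation above the average of all compounds screened plus 3 SD, cutoff fixed separately per campaign, cut at about 7.5% in these data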;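 also: 0% = DMSO wells and 100% = 10 µM SAHA wells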
rCAG binder – r(CAG) repeat RNA binding; TO-PRO-1 dye displacement fluorescence; inhibition, % at 3 µM; actives 1.3% (n = 370,000); AID 651821;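 active = inhibition above the plate cutoff, the mean of all test compounds on that plate plus 3 SD, cut at about 35% in these data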;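 also: 0% = DMSO alone and 100% = 100 µM mitoxantrone as full dye displacement; higher means more dye released from RNA so lower well fluorescence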
ADAM10 inh – ADAM10 inhibition, QFRET primary screen. recombinant ADAM10, EDANS/DABCYL FRET peptide cleavage, 3 h. inhibition, % at 7 µM. O14672. AID 720582. actives 0.62% (n = 370,000);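 active = inhibition above a per-campaign cutoff equal to the mean of compounds falling between control-based bounds plus 3 SD, cut at about 20% in these data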;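 also: 0% = DMSO wells while the 100% control is not disclosed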
NPR2 activator – GC-B (human) receptor activation. HEK293-GC-B cells, CNP EC30, cGMP TR-FRET; 0% at EC30 CNP, 100% saturating CNP. actives 0.11% (n = 370,000). P20594. activation, % at 10 µM. AID 1920062;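 active = activation at 10 µM reaching about 35% in either raw or pattern-adjusted values, limit read from the data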
* hit, by the source's call; . = no result given.

SMILES	NPR1 activator	HGIII-sPLA2 inh	ARFGAP1 inh	ASAP1 inh	DDE Tn6 FP inh	proKLK7 act	FXN GAA850 act	rCAG binder	ADAM10 inh	NPR2 activator
O=[N+]([O-])c1cc(/C=N/N/C(=N/c2ccccn2)c2ccccn2)ccc1O	1	4	2	-2	-7	-0.3	3.4	5	12	1
COc1cccc(NC(=O)C2CC(=O)OC23CCOC(C)(C)C3)c1 (stereo not given)	5	-2	-12	-8	1	-0.3	2.6	2	3	-4
CC1CCN(S(=O)(=O)c2ccc3c(c2)oc(=O)n3C)CC1	0	4	0	-8	3	-0.1	2.4	-2	0	1
Cc1cc(C)n(C(C)CC(=O)N2CCc3ccccc32)n1 (stereo not given)	-18	4	10	1	1	0.2	-0.1	-1	-3	-15
CC1=C(C(N)=O)C(c2ccc(Cl)cc2)NC(=O)N1 (stereo not given)	3	2	0	-3	-1	-0.7	-1.6	1	1	0
Cc1ccc(S(=O)(=O)Oc2ccccc2N2C(=O)C3C4CCC(C4)C3C2=O)cc1 (stereo not given)	-3	4	9	0	-6	-0.7	-0.2	0	-7	1
CCCCNC(=O)c1cn(-c2ccc(OCC)cc2)c(=O)c2cc(OC)c(OC)cc12	5	6	12	1	4	0.1	-0.8	4	-8	8
CCCc1nnc(SCC(=O)O)n1CC	0	3	-3	-10	8	-0.1	-0.1	1	-2	3
CC(=O)Oc1ccc(N2C(=O)C3C(C2=O)C2C=CC3C23CC3)cc1[N+](=O)[O-] (stereo not given)	-7	8	4	-3	1	-0.4	2.4	-6	7	-5
Cc1nc(CN(C)C(=O)C2CCC(=O)N(CCc3cccc(F)c3)C2)cs1 (stereo not given)	-1	6	4	-6	-1	0.0	-1.0	-9	6	7
CN(C)c1ccc(C(C(=O)NC2CCCC2)N(Cc2cccnc2)C(=O)c2snc(C(N)=O)c2N)cc1 (stereo not given)	-1	3	6	6	-3	0.0	-0.7	-4	-13	1
O=C(c1cc(Cl)ccc1OCc1ccccc1)N1CCOCC1	-4	6	7	7	-2	0.0	1.4	-3	-2	-4
CC1C2CC(C/C2=N/NC(=O)c2cccs2)C1(C)C (stereo not given)	0	-1	-5	6	-5	-0.5	4.6	3	17	2
CC1CN(c2ccc(S(=O)(=O)N3CCOCC3)cn2)CC(C)O1 (stereo not given)	-1	0	-5	4	0	0.9	2.8	-1	-2	6
O=C1CCN(Cc2cccnc2)CCN1[C@H](CO)c1ccccc1	3	2	6	-2	13	-0.4	0.9	-3	3	7
Cc1cc(C)nc(NS(=O)(=O)c2ccc(N/C=C\C(=O)c3cccs3)cc2)n1	-9	-18	11	-9	-1	1.2	4.7	10	-12	-4
COc1ccc(C2NC(=S)NC3=C2CCCC3=C2SCCS2)cc1 (stereo not given)	-12	3	3	-7	6	0.5	3.7	16	3	0
CCCCn1c(SCC(=O)Nc2cc(C)[nH]n2)nc2ccsc2c1=O	-1	2	-3	-6	5	0.7	-0.6	1	-1	-3
Nc1cccc2cc(-c3ccccc3)oc12	-1	9	-5	11	-3	-0.8	3.2	15	-143	-10
CCOc1cccc(C(=O)Nc2cccc(NC(=O)c3ccco3)c2)c1	-1	-5	8	1	1	0.2	-1.9	1	2	2
Cc1ccc(-c2nnc(SCC(=O)NCC3CCCO3)n2C)cc1 (stereo not given)	8	5	1	-2	1	0.1	0.5	-2	-5	3
N#C/C(=C\c1cn(Cc2cccc(F)c2)c2ccccc12)C(=O)NCc1ccco1	-18	-11	2	-14	-6	-1.9	3.9	2	-4	-12
CC(=O)Nc1ccc(NC(=O)C(C)OC(=O)C2CC(=O)N(CCc3ccccc3)C2)cc1 (stereo not given)	3	6	10	-8	2	-0.1	0.9	-15	-16	3
CCCC(C)C(=O)Nc1ccc(S(=O)(=O)N2CCCC2)cc1 (stereo not given)	4	0	-6	0	-5	0.6	1.1	1	-3	2
Cc1ccc(NC(=O)CSCC(=O)OC(C)C(=O)Nc2ccccc2C)cc1 (stereo not given)	-1	1	-1	-2	-2	-0.5	-2.8	-3	-3	1
O=C(CC1C(=O)NCCN1C(=O)Nc1ccc(F)cc1)Nc1cc(Cl)ccc1Cl (stereo not given)	1	-2	1	-7	-10	0.5	2.0	0	10	-4
COc1ccc(C(=O)NCC2(c3ccc(OC)c(OC)c3)CCCC2)cc1OC	-4	-8	4	-3	5	-0.1	-2.5	-2	-3	-3
COc1ccc(C(=O)OCC(=O)NC(=O)NC2CCCC2)cc1[N+](=O)[O-]	1	-9	1	-4	-1	-0.4	-0.5	-2	-8	0
Cc1ccc(C(=O)N2CCN(c3ccccn3)CC2)cc1Cl	-3	3	-2	7	-3	0.1	1.9	-7	0	2
O=C(O)COn1c(-c2ccc(Cl)cc2)nc2ccc(Cl)cc21	1	1	0	2	-3	-0.1	5.3	2	-11	-5
COc1ccc(/C=N/NC(=O)c2nc(-c3ccccc3)n(-c3ccccc3)n2)c(O)c1	1	16	-4	-18	-5	-13	0.4	10	-3	-5
COc1cccc(C(=O)N2CCC[C@@H]2C(=O)N2CCC[C@H]2C(=O)NCc2ccccc2)c1	-4	-2	-5	-16	5	0.7	.	0	4	-7
Cc1ccccc1C(=O)Nc1ccc(Br)cn1	7	2	9	5	-1	-0.1	-0.6	-4	6	-5
CSc1ccc(S(=O)(=O)NCC(=O)OCC(=O)NCC2CCCO2)cc1[N+](=O)[O-] (stereo not given)	-2	-3	13	10	2	0.4	-0.4	1	-1	0
O=C(Cn1ccnc1[N+](=O)[O-])N(CCO)CCO	0	2	4	-7	7	0.7	0.8	0	-6	0
COc1ccc(N(CC(=O)NCc2ccco2)S(=O)(=O)c2ccccc2)cc1	-9	0	-5	-5	-6	0.4	-1.2	-2	-5	3
CCn1c(COc2ccccc2)nnc1SCC(=O)CC(=O)Nc1ccccc1OC	-1	-36	1	-6	-1	0.8	-1.6	28	0	-6
CCc1cccc(C)c1NS(=O)(=O)c1c(C)nc2sccn2c1=O	-1	-3	-5	-2	1	0.0	0.3	1	-2	3
COc1ccc(C(=O)NCCCCCC(=O)O)cc1OC	3	2	1	9	5	-0.7	-1.3	0	2	-1
COc1ccc(S(=O)(=O)N2CCN(S(=O)(=O)c3ccc4c(c3)OCCO4)CC2)cc1C	3	-9	7	-8	-2	0.6	-0.5	1	3	1
Cc1[nH]c2ccccc2c1/C=C/c1nc2ccccc2c(=O)[nH]1	-2	-10	-2	9	-8	-45	8.2*	25	-32	-4
O=C1[C@H]2[C@@H](c3ccccc3)N[C@]3(CCCN(Cc4ccc(Br)cc4)C3=O)[C@H]2C(=O)N1Cc1ccccc1	-6	-20	6	4	-10	0.3	-5.3	3	9	-3
O=C(OCCN1CCCCC1)c1ccc(O)cc1	-2	6	-11	-2	-7	0.2	1.6	-1	2	1
CCOC(=O)c1sc2nc(OCc3cccnc3)cc(C)c2c1N	4	-1	4	4	-5	-23	.	16	-418	5
COc1c(O)ccc(/C=N\NC(=O)c2ccc3c(c2)OCO3)c1[N+](=O)[O-]	-6	-1	-1	4	2	-0.3	0.3	1	2	-4
COc1ccc(-c2csc(-c3ccc(O)cc3)n2)cc1	-6	-30	6	5	-4	-3.4	-3.6	8	-14	-7
CC1CCN(C(=O)CNC(=O)CNC(=O)Cc2ccccc2)CC1	4	4	7	-5	3	-0.2	0.6	-2	6	-2
CCCNC(=O)C[C@@H]1C[C@H]2c3cc(NC(=O)c4ccc5c(c4)OCO5)ccc3O[C@H]2[C@@H](CO)O1	2	5	-2	13	-1	0.1	-0.3	1	-10	4
CCOC(=O)N1CCN(C(=O)c2ccc3c(=O)n4c(nc3c2)CCCCC4)CC1	-5	4	5	2	-2	-0.1	.	-3	1	2
CSCC[C@H](NS(=O)(=O)c1ccc(C)cc1)C(=O)N1CCC(C(=O)N[C@@H](Cc2ccccc2)C(=O)O)CC1	-1	5	8	12	3	-0.5	0.7	9	-3	7

(next part)
SMILES	NPR1 activator	HGIII-sPLA2 inh	ARFGAP1 inh	ASAP1 inh	DDE Tn6 FP inh	proKLK7 act	FXN GAA850 act	rCAG binder	ADAM10 inh	NPR2 activator
CN1CCN(S(=O)(=O)c2cccc(C(=O)Nc3cc(C(F)(F)F)ccc3N3CCCC3)c2)CC1	4	2	6	-26	8	-0.5	1.5	-4	5	9
O=c1[nH]cnc2nn(C3OC(CO)C(O)C3O)nc12 (stereo not given)	-3	13	6	6	4	-0.9	.	0	-7	4
COc1ccccc1-c1n[nH]c(=S)n1Cc1ccccc1	-1	16	-1	-2	6	-0.8	2.5	2	-1	-1
Cc1ccc(C(=O)Nc2ncc(Cc3ccc(SC(F)F)cc3)s2)cc1	2	2	8	4	-8	-0.2	7.6*	0	-1	-1
